Calb biofilm kill = clotrimazole potentiators killing Candida biofilms, primary screen, with clotrimazole, Alamar Blue | C. albicans biofilm + clotrimazole | inhibition, % at 6 µM | 85,000 tested, 0.14% active | AID 834, 2007;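 active = inhibition above 20%; inactive = inhibition below 20%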;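 note: preformed 24 hr biofilms exposed to compound for 48 hr; 0% = biofilm without compound and 100% = blank killed by clotrimazole plus chlorhexidine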
ERb coact inh = inhibitors of ERβ-SRC1 coactivator interaction, primary screen, biochemical, TR-FRET, ERβ LBD, SRC-1 peptide | Estrogen receptor beta (Homo sapiens), Q92731 | inhibition, % at 25.6 µM | AID 633, 2007 | 86,000 tested, 1.3% active | TR-FRET ER-beta LBD / SRC1-Cy5 peptide binding; receptor agonist-loaded with 1 µM estradiol;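 active = compounds whose percent inhibition of the receptor-coactivator binding signal exceeds about 50% in the single-dose screen, limit read from the data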;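 note: 0% = receptor plus peptide wells without compound and 100% = peptide-only wells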
Target sequence (Q92731 whole entry, looked up, the tested form may be a part): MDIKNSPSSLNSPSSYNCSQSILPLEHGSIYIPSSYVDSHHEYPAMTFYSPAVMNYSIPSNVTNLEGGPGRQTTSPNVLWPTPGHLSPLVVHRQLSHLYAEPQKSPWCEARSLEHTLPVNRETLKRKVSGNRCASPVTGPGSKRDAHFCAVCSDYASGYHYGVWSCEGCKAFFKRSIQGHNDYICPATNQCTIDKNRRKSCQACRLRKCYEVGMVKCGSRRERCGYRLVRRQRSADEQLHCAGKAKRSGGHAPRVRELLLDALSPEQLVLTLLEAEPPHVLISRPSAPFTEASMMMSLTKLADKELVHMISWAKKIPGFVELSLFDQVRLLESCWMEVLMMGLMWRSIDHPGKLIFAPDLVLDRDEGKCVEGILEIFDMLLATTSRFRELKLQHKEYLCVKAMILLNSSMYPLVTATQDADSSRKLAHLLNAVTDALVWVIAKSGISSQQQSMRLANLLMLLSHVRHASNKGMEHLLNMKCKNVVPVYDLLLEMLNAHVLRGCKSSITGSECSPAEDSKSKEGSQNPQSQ
sEH inhibitor = soluble epoxide hydrolase inhibitors, primary screen, biochemical, human sEH; 91,000 tested, 0.34% active; AID 707, 2007; inhibition, % at 2 µM; Bifunctional epoxide hydrolase 2 (Homo sapiens), P34913; recombinant human sEH enzymatic activity assay; in the data active = inhibition above about 80%; note: values of inactives mirror those of a sister screen read the other way; many of its hits are not listed in these tables
Smad3 inh = Smad3/FoxH1 peptide binding inhibitors, primary screen, biochemical, TR-FRET | Mothers against decapentaplegic homolog 3 (Homo sapiens), P84022 | TR-FRET Smad3/Dy647-FoxH1 peptide binding, europium anti-His | inhibition, % at 25 µM | 88,000 tested, 0.29% active;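 active = compounds that reduce the energy-transfer binding signal between the protein and its labelled peptide by more than half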;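 note: 0% = Smad3 plus labelled peptide maximal FRET and 100% = peptide-only background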
Target sequence (P84022 whole entry, looked up): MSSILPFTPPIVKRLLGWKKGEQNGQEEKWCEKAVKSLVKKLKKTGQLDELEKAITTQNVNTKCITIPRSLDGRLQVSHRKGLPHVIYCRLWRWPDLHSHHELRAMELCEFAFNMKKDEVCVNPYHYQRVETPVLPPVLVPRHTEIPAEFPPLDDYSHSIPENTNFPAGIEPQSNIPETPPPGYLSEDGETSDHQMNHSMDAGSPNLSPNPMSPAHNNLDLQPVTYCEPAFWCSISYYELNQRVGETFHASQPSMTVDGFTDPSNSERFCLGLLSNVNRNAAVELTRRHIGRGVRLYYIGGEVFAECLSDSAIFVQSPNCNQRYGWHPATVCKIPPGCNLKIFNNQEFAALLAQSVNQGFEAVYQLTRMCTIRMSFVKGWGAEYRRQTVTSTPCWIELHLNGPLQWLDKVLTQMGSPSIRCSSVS
VCAM1 TNFa inh = inhibitors of TNFa-induced VCAM1 expression, primary screen, imaging, HUVEC, TNFa stimulus, immunofluorescence; HUVEC TNFa-induced VCAM-1 immunofluorescence, high-content imaging; inhibition, % at 2 µM; 95,000 tested, 0.48% active;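 active = inhibition above the batch mean plus 3 SD, with images confirmed as a hit by eye, cut at about 37% in these data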;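 note: 0% = TNF-stimulated DMSO wells and 100% = unstimulated control wells; not every result past the cut was called active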
sEH act = soluble epoxide hydrolase activators, primary screen, biochemical, human sEH; Bifunctional epoxide hydrolase 2 (Homo sapiens), P34913; purified human sEH enzymatic activity, activator screen; activation, % at 2 µM; 91,000 tested, 0.04% active; AID 717, 2007; in the data active = activation above about 37%; note: values of inactives mirror those of a sister screen read the other way
F-actin modifier = modifiers of F-actin cytoskeleton organization, primary screen, imaging, HUVEC, phalloidin staining, high-content imaging; HUVEC TNFa F-actin phalloidin imaging; inhibition, % at 2 µM; 91,000 tested, 0.18% active;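 active = inhibition above the batch mean plus 3 SD and confirmed as a hit by visual image inspection, cut at about 30% in these data, passing the limit was not always enough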; note: strong numbers were not always called active
TNFa cytotox = cytotoxicity in TNFa-stimulated HUVEC, primary screen, cytotoxicity control for VCAM1 expression modulator project, imaging, Hoechst nuclei count. HUVEC TNFalpha-stimulated, Hoechst cell count. cell count reduction, % at 2 µM. 93,000 tested, 0.17% active. AID 848, 2007;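 active = cell count reduction exceeding the screen mean by over 5 SD, scaled to untreated wells per plate, cut at about 78% in these data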;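 note: cells counted after 24 h of TNF alpha exposure following the 1 h pretreatment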
HUVEC tox IL1B = cytotoxicity in IL-1B stimulated HUVEC, primary screen, cytotoxicity control for IL-1B NFkB translocation project, imaging, Hoechst nuclear count, IL-1B stimulus | HUVEC cell count loss | cell count reduction, % at 2 µM | AID 845, 2007 | 94,000 tested, 0.41% active;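 active = cell count reduction more than 3 SD above the screen-wide mean, cut at about 70% in these data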;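 note: normalized per plate to untreated control cells as the no-loss baseline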
The depositor's hits bear a star; nt = not tested or not shown; [ ] = another dose, or the depositor's remark. These rows are one share of the data, so the mix of outcomes need not match the whole.

SMILES | Calb biofilm kill | ERb coact inh | sEH inhibitor | Smad3 inh | VCAM1 TNFa inh | sEH act | F-actin modifier | TNFa cytotox | HUVEC tox IL1B
O=C(NCc1ccccc1)c1c[nH]c2ccc(S(=O)(=O)Nc3ccc4c(c3)OCCO4)cc2c1=O | -2 | 20 | -4 | 0 | 1 | 3 | -16 | -25 | -31
COC(=O)c1c(NS(C)(=O)=O)sc2c1CCCC2 | 4 | -8 | -2 | 4 | -9 | 2 | 14 | -27 | -27
COC(=O)c1[nH]c2ccc(C)cc2c1NC(=O)CN1CCN(c2ccc(F)cc2)CC1 | -2 | -26 | -7 | 10 | 4 | 5 | 5 | -30 | -14
CCn1c(SCC(=O)Nc2nc3ccccc3s2)nnc1-c1ccc(OC)cc1 | 3 | -7[fluorescence artefact?] | 7 | 25[fluorescence artefact?] | 26 | -4 | -8 | 0 | -4
CCOc1ccc(/C(O)=C2\C(=O)C(=O)N(CCN(C)C)C2c2cc(OC)ccc2OC)cc1Cl (stereo unspecified) | -3 | 0[fluorescence artefact?] | -16 | -3 | -2 | 20 | -11 | 4 | 32
Cc1ccc(C(=O)CSC2=C(C#N)C(c3ccco3)CC(=O)N2)c(C)c1 (stereo unspecified) | 8 | 64* | -14 | 8 | 25 | 16 | -8 | -24 | 0
CCOCc1nc(N)[nH]c(=O)c1Cc1ccc(OC(C)C)cc1 | 7 | -23[fluorescence artefact?] | 1 | 8 | 19 | -2 | 10 | -10 | -4
O=C(CCCOc1ccc(Cl)cc1Cl)N1CCc2ccccc2C1 | -2 | -5 | -1 | 0 | -14 | 4 | -5 | -8 | 34
Cc1cc(NC(=O)CSc2n[nH]c(CC(C)C)n2)no1 | -4 | 6 | 21 | 1 | 5 | -19 | 13 | -30 | -22
Cc1c(C(=O)N2CCN(S(C)(=O)=O)CC2)oc2ccccc12 | -4 | 1 | 6 | -5 | 11 | -6 | -2 | -14 | -12
COC(=O)C1=C(C)N(C)C(C)=C(C(=O)OC)C1c1ccc(Cl)cc1 | 0 | 1 | 7 | -8 | 14 | -8 | -4 | -12 | -107
COc1ccc(C(=O)NC2=C(C#N)CCC2)cc1OC | 7 | -13 | -1 | -2 | 25 | 4 | -5 | 2 | -34
COc1ccc(C(=O)COC(=O)CSCc2c(C)noc2C)cc1OC | nt | 0 | 4 | 7 | 17 | -5 | -4 | -25 | -19
Cc1ccc(S(=O)(=O)Nc2ccc(S(=O)(=O)Nc3ncccn3)cc2)cc1 | -2 | 5 | -4 | -4 | 15 | 3 | -55 | -9 | -82
CSC1=C(C#N)C(c2cccs2)CC(=O)N1C (stereo unspecified) | 5 | 5 | nt | 0 | -2 | nt | -35 | -16 | 9
CCOC(=O)c1ccc(NC(=O)CNS(=O)(=O)c2ccccc2)cc1 | 3 | -12 | 12 | 8 | 12 | -9 | -38 | 6 | -6
CCCCCCCC1(C)NC(=O)N(c2ccccc2)N1 (stereo unspecified) | 1 | -10 | -21 | 5 | 1 | 21 | -16 | -3 | 10
C/C(=C\C(=O)c1ccc(Br)cc1)N1CCCCC1 | nt | 4 | -3 | 3 | -10 | 2 | 9 | -33 | -40
Cn1c(SCc2cc(=O)[nH]c3ccccc23)nnc1-c1ccc(Br)cc1 | 2 | -4 | -8 | 4 | -3 | 9 | 4 | -16 | -7
CCOc1ccc(C(c2c(C)[nH][nH]c2=O)c2c(C)[nH][nH]c2=O)cc1OC | nt | nt | -10 | nt | -32 | 8 | -5 | -29 | -72
CCCCS(=O)(=O)Nc1ccc2c(c1)ncn2C1CCCCC1 | 3 | 10 | 8 | -5 | 9 | -11 | -12 | -10 | -2
COc1ccc(C2(O)CC3CCC(C2)N3c2cc(C)nc(-c3ccccc3)n2)cc1 (stereo unspecified) | 9 | -2 | -6 | -1 | 0 | 6 | 13 | 0 | -12
C=CCNC(=O)CC(C)C(CCCCC)C(=O)O (stereo unspecified) | 0 | -4[fluorescence artefact?] | -17 | 11 | -2 | 14 | -16 | -32 | -2
COc1ccccc1N1CCN(C(=O)C2CCN(S(=O)(=O)N3CCOCC3)CC2)CC1 | 6 | -3[fluorescence artefact?] | 5 | 3 | 12 | -4 | nt | -19 | -74
O=C(c1noc2c1CCc1ccccc1-2)N1CCOCC1 | 3 | -9 | -8 | -9 | 0 | 10 | -8 | 1 | -62
O=C(CSCc1ccc(Cl)cc1)Nc1cccc(C(=O)Nc2ccccc2C(=O)O)c1 | nt | nt | -1 | nt | 14 | 2 | -18 | -14 | 11
CCN(CC)C(=S)SCC(=O)c1ccccc1 | nt | nt | 1 | nt | 6 | 2 | 12 | 4 | 2
COc1ccc(NC2CC(=O)N(C(C)C)C2=O)cc1 (stereo unspecified) | 6 | -5 | 11 | 2 | nt | -6 | nt | nt | 3
Cc1ccc2nc(-c3cccc(NC(=O)c4ccco4)c3)[nH]c2c1 | 2 | -3 | 22 | -2 | 10 | -22 | 21 | -11 | -7
CCn1cc(SCC(=O)N2CCOCC2)c2ccccc21 | 8 | 1 | -2 | 1 | 11 | 5 | -22 | -10 | -24
CC(C)Oc1ccc(NC(=O)CCC(=O)O)cc1 | 3 | 3 | 4 | 0 | -13 | -5 | 6 | -6 | -6
CCCOc1ccc(N2C(=O)C3ON(c4ccccc4)C(c4ccc(O)c(OC)c4)C3C2=O)cc1 (stereo unspecified) | -3 | 19 | 1 | 2 | -6 | 0 | -10 | 3 | 2
CCCCn1c(SCC(=O)N2CCCCC2C)nc2cc(S(N)(=O)=O)ccc21 (stereo unspecified) | 5 | 2 | 2 | 6 | 6 | -2 | 9 | -10 | -17
O=S(=O)(NC1CCCC1)c1ccccc1Cl | 4 | 1 | 3 | 2 | 0 | -4 | 18 | -3 | -9
Oc1ccccc1Nc1nc(NCC2CCCO2)c2ccccc2n1 (stereo unspecified) | -2 | 7 | -19 | 7 | -11 | 18 | 6 | -20 | -9
Cc1ccc(O)c(CNc2ccccn2)c1 | 1 | -2 | 3 | 0 | -7 | -1 | nt | -32 | -41
Cc1sc(NC(=O)CSC2=NCCS2)nc1-c1ccccc1 | 5 | 21 | 0 | -1 | 12 | 2 | -2 | -15 | 20
CNC(=O)COC(=O)c1cc2c(C)nn(-c3ccc(F)cc3)c2s1 | 6 | -6 | nt | -12 | 22 | nt | -27 | -21 | -9
CN(c1ccccc1C(=O)Nc1ccc2c(c1)OCO2)S(C)(=O)=O | -4 | 53*[fluorescence artefact?] | 0 | -5 | 2 | -6 | -35 | 3 | -96
CC(=O)c1c(N)[nH]c(-c2ccccc2)nc1=S | 3 | 3 | 1 | 8 | 9 | -1 | -10 | 4 | 6
Cc1cccc(N(C(=O)CCC(=O)Nc2cccnc2)C(C(=O)NC2CCCC2)c2ccncc2)c1 (stereo unspecified) | 8 | -22[fluorescence artefact?] | 0 | 2 | 26 | 3 | -8 | 0 | -2
CC(C)(C)c1cc(C(=O)NCc2cccnc2)ccn1 | 13 | 28 | nt | -7 | -9 | nt | -6 | -19 | -12
O=C(CCNC(=O)c1ccco1)NCc1ccccc1 | -3 | 3 | -4 | 0 | -1 | 6 | -8 | 6 | 19
CCCCn1nc2cc(C(=O)N[C@H](C)C3CCCCC3)ccc2c1OCC | nt | nt | -5 | nt | 4 | 2 | 14 | -4 | -7
Nc1ccccc1C(=O)NCc1ccccc1 | -1 | 1 | -7 | 9 | 4 | 6 | nt | 28 | 7

Given as a markdown table: entries from further up
| SMILES | Calb biofilm kill | ERb coact inh | sEH inhibitor | Smad3 inh | VCAM1 TNFa inh | sEH act | F-actin modifier | TNFa cytotox | HUVEC tox IL1B |
| --- | --- | --- | --- | --- | --- | --- | --- | --- | --- |
| CCCOc1ccc(N2C(=O)C3ON(c4ccccc4)C(c4ccc(O)c(OC)c4)C3C2=O)cc1 (stereo unspecified) | -3 | 19 | 1 | 2 | -6 | 0 | -10 | 3 | 2 |
| Oc1ccccc1Nc1nc(NCC2CCCO2)c2ccccc2n1 (stereo unspecified) | -2 | 7 | -19 | 7 | -11 | 18 | 6 | -20 | -9 |
| CC(=O)c1c(N)[nH]c(-c2ccccc2)nc1=S | 3 | 3 | 1 | 8 | 9 | -1 | -10 | 4 | 6 |
| Cc1cccc(N(C(=O)CCC(=O)Nc2cccnc2)C(C(=O)NC2CCCC2)c2ccncc2)c1 (stereo unspecified) | 8 | -22[fluorescence artefact?] | 0 | 2 | 26 | 3 | -8 | 0 | -2 |

New compounds follow:
SMILES | Calb biofilm kill | ERb coact inh | sEH inhibitor | Smad3 inh | VCAM1 TNFa inh | sEH act | F-actin modifier | TNFa cytotox | HUVEC tox IL1B
CC(C)N(Cc1cc2ccccc2[nH]c1=O)C(=O)c1cccnc1 | -3 | -9 | nt | 2 | 5 | nt | 17 | -23 | 3
O=C(N/N=C\c1ccc(Cl)cc1)c1sccc1-n1cccc1 | nt | nt | 35 | nt | 0 | -31 | -11 | -25 | -5
CC(=O)Nc1cccc(C(=O)OC(C(=O)c2ccc(C)cc2)c2ccccc2)c1 (stereo unspecified) | nt | nt | -20 | nt | -1 | 19 | -2 | -8 | -3
Cc1nnc(NC(=O)c2ccc(S(=O)(=O)N(C)Cc3ccccc3)cc2)o1 | 1 | -2 | 2 | -20 | 15 | -1 | 19 | 16 | 8
COc1ccc(N=c2oc3cc(O)ccc3cc2C(=O)NCC2CCCO2)cc1 (stereo unspecified) | -1 | 30 | -10 | 13 | -2 | 11 | -44 | -32 | -14
Cc1noc(C)c1COc1ccc(C(=O)OCC(=O)NC2CCCCC2C)cc1 (stereo unspecified) | 10 | 1 | 51 | 16 | 12 | -50 | -3 | -6 | 8
O=C(OC1CCc2ccccc2C1=O)c1ccccc1O (stereo unspecified) | 6 | 6 | -27 | -2 | -22 | 20 | 6 | -6 | -96
Cc1ccc(NC(=S)N/N=C/c2ccc(OCCC(C)C)cc2)c(C)c1 | nt | nt | 0 | nt | 18 | 1 | 0 | -26 | 1
CCC(CC)C(=O)Nc1c(C)n(C)n(-c2ccccc2)c1=O | 8 | -14 | -10 | 4 | -5 | 12 | 13 | 0 | 3
COc1ccc(NC(=O)NCCN2C(=O)C3C4C=CC(C4)C3C2=O)cc1 (stereo unspecified) | -4 | -10[fluorescence artefact?] | 13 | -5 | 12 | -13 | -2 | -27 | 29
CC1CCN(C(=O)C(C)Sc2nc(-c3ccccc3)cc(C(F)(F)F)n2)CC1 (stereo unspecified) | 5 | 2[fluorescence artefact?] | -5 | 5 | -1 | 3 | 7 | -8 | 28
COCCOCC(O)CN1CCN(c2ccc(C)cc2)CC1 (stereo unspecified) | 7 | -5 | 4 | 1 | 12 | -5 | 4 | -17 | -8
Cc1cc(C)cc(CC2CC(=O)N(c3nc(C)cc(C)n3)C2=O)c1 (stereo unspecified) | 12 | -1 | 6 | -12 | nt | -5 | nt | nt | -18
COc1cc(C(=O)OCC(=O)NCc2ccco2)cc(OC)c1OC | nt | -5 | -15 | -3 | 2 | 14 | -9 | -16 | -27
O=C(Cn1cnc2sc(-c3ccccc3)cc2c1=O)NCc1ccccc1 | -2 | 63*[fluorescence artefact?] | -9 | 4 | 12 | 13 | -7 | 4 | 16
CCCCn1c(NC(=O)c2ccccc2)nc2ccccc21 | 8 | 2 | 3 | 0 | 13 | -6 | -4 | -36 | -9
NNC(=O)CNC(=O)c1ccccc1F | nt | nt | -21 | nt | 5 | 18 | 4 | -10 | -14

Bioassay records deposited in PubChem BioAssay by several laboratories.
